Screening data: PubChem, ICCB-Longwood Screening Facility, Harvard Medical School
PV pol inh: inhibitors of poliovirus RNA polymerase binding and polymerization; % elongation, % (compound at 16.7 µg/mL); hit rate 0.66% among 150,000; P03300; AID 588519; poliovirus polymerase elongation, fluorescence polarization; hits give low values; in the data active = % elongation below about 90%; note: some results filed as inactive read as strong as hits
Target sequence (P03300 1749-2209 limits assumed): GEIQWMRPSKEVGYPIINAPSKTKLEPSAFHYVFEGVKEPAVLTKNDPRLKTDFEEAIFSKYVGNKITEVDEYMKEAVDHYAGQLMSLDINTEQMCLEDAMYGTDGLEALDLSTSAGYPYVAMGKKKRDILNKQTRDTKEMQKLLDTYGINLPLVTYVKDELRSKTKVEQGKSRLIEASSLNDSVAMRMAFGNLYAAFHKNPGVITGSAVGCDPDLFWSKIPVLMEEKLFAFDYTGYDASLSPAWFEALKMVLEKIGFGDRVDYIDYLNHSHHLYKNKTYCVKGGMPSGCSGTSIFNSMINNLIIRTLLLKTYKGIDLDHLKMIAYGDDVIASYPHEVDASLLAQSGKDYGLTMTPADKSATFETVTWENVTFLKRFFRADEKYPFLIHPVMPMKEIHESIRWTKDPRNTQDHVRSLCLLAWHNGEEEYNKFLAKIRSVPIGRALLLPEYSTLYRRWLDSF
PV pol inh FP z-score: also measured in PV pol inh; calls as there; z-score; measured here: FP z-score; hits read low
* marks the source's active call; other numbers are inactive results.

What do the screens show for `Cc1cc(/C=C(\C#N)C(=O)N2CCc3ccccc3C2)c(C)n1C`?
PV pol inh: 104.0; PV pol inh FP z-score: 0.7

Results for CC1=CC(c2ccccc2)NC(=S)N1 (stereo not given) ?
PV pol inh: 102.0; PV pol inh FP z-score: 0.1

Results for COCn1nc(-c2ccc(Cl)cc2Cl)oc1=S ?
PV pol inh: 101.0; PV pol inh FP z-score: 0.4

How did CCOc1ccc(NC(=O)CSc2nc(-c3cccs3)cc(C(F)(F)F)c2C#N)cc1 do in these assays?
PV pol inh: 108.0; PV pol inh FP z-score: 0.7

Results for O=C(Oc1nsnc1N1CCOCC1)N1CCCCC1 ?
PV pol inh: 101.0; PV pol inh FP z-score: -0.2

What do the screens show for `O=C1OCCN1P(=O)(c1ccccc1)c1ccccc1`?
PV pol inh: 97.0; PV pol inh FP z-score: -0.6

Results for O=C1CC(C(=O)N2CCCC2)CN1CCc1ccc(F)cc1 (stereo not given) ?
PV pol inh: 103.0; PV pol inh FP z-score: 0.3

What do the screens show for `CCN(CC(=O)N1CCCCC1)S(=O)(=O)c1ccccc1`?
PV pol inh: 104.0; PV pol inh FP z-score: 1.2

Results for CCOc1ccc(CNC(=O)C2CCCCN2S(=O)(=O)c2ccc(F)cc2)cc1OC (stereo not given) ?
PV pol inh: 102.0; PV pol inh FP z-score: -1.1

How did O=C(Nc1ccc(OC(F)(F)F)cc1)c1nc2ccccc2nc1N1CCCCC1 do in these assays?
PV pol inh: 104.0; PV pol inh FP z-score: -0.4

What do the screens show for `CCOC(=O)C1=C(Cn2ccnc2)NC(=O)NC1c1ccc(Cl)cc1` (stereo not given)?
PV pol inh: 98.0; PV pol inh FP z-score: -1.4

How did CCOC(=O)Cn1cc(C)c(=O)[nH]c1=O do in these assays?
PV pol inh: 101.0; PV pol inh FP z-score: 0.3

How did COc1ccc(-c2noc(CC(=O)N3CC(C)CC(C)C3)n2)cc1 (stereo not given) do in these assays?
PV pol inh: 103.0; PV pol inh FP z-score: 0.4

Results for Cc1noc(C)c1COc1cccc(C(=O)NC(C)C2CC3CCC2C3)c1 (stereo not given) ?
PV pol inh: 105.0; PV pol inh FP z-score: 0.3

How did NS(=O)(=O)c1ccc(Oc2ccccc2)cc1 do in these assays?
PV pol inh: 99.0; PV pol inh FP z-score: -0.2

How did NS(=O)(=O)c1ccc(CCN=Cc2ccccc2O)cc1 do in these assays?
PV pol inh: 108.0; PV pol inh FP z-score: 0.7

What do the screens show for `Cc1ccc(-n2ncc3c(N4CCCCC4)ncnc32)cc1`?
PV pol inh: 109.0; PV pol inh FP z-score: 0.3

Results for COc1ccc(CN2CCc3nc(N4CCN(c5ccc(F)cc5)CC4)ncc3C2)c(OC)c1OC ?
PV pol inh: 98.0; PV pol inh FP z-score: -1.1

How did COc1ccc(CNC2CCCCC2)cc1OC do in these assays?
PV pol inh: 100.0; PV pol inh FP z-score: 0.1

What do the screens show for `Nc1cnn(C2OC(CO)C(O)C2O)c(=O)n1` (stereo not given)?
PV pol inh: 99.0; PV pol inh FP z-score: -0.5

How did CCC(CC)c1nnc(NS(=O)(=O)c2ccc(C)cc2)s1 do in these assays?
PV pol inh: 99.0; PV pol inh FP z-score: -0.7

How did CCOC(=O)N1CCN(C(=O)COc2ccc(S(=O)(=O)NCC(C)C)cc2C)CC1 do in these assays?
PV pol inh: 101.0; PV pol inh FP z-score: 0.4

How did O=C(Nc1ncnc2oc(-c3ccccc3)c(-c3ccccc3)c12)c1ccccc1 do in these assays?
PV pol inh: 103.0; PV pol inh FP z-score: 0.4

Results for COc1ccc2c(c1)nc1n2CN(CC2CCCO2)CN1Cc1ccccc1 (stereo not given) ?
PV pol inh: 102.0; PV pol inh FP z-score: 0.3

Results for O=C(CC1SC(=NCc2ccccc2)NC1=O)Nc1ccccc1F (stereo not given) ?
PV pol inh: 102.0; PV pol inh FP z-score: -0.1

What do the screens show for `O=C(O)CC1=C(c2ccc(Cl)cc2)CCC1=O`?
PV pol inh: 106.0; PV pol inh FP z-score: 0.3

Results for CC1Cc2ccccc2N1C(=O)CSc1nc2ccccc2[nH]1 (stereo not given) ?
PV pol inh: 102.0; PV pol inh FP z-score: 0.3

What do the screens show for `Cc1ccc(CCNC(=O)c2coc3nc4ccccc4nc23)cc1`?
PV pol inh: 99.0; PV pol inh FP z-score: -1.6

What do the screens show for `Cc1ccc(C)c(-c2csc(NC(=O)CCCc3ccccc3)c2C(N)=O)c1`?
PV pol inh: 105.0; PV pol inh FP z-score: 0.1

Results for Cc1cccc(NC(=O)c2ccc3nc(C(C)C)oc3c2)c1C ?
PV pol inh: 111.0; PV pol inh FP z-score: 1

How did NC(=O)CSc1nc(-c2ccccc2)nc2c1CCCC2 do in these assays?
PV pol inh: 100.0; PV pol inh FP z-score: -0.3

Results for COc1ccccc1N(CC(O)Cn1ccnc1C)S(=O)(=O)c1ccc(C)cc1 (stereo not given) ?
PV pol inh: 103.0; PV pol inh FP z-score: 0.2

How did Brc1ccccc1C=Nc1cccc2cnccc12 do in these assays?
PV pol inh: 81.0*; PV pol inh FP z-score: -9.5*

How did CCN(CC)P(=O)(Oc1cccc(C)c1)N(CC)CC do in these assays?
PV pol inh: 103.0; PV pol inh FP z-score: 1.4

Results for c1csc(C2=Nn3c(Cn4nnc5ccccc54)nnc3SC2)c1 ?
PV pol inh: 93.0; PV pol inh FP z-score: -1.1

Results for COc1cccc(C2NC(C(=O)O)C3C(=O)N(c4cccc(C(=O)O)c4)C(=O)C23)c1O (stereo not given) ?
PV pol inh: 102.0; PV pol inh FP z-score: 0.3

What do the screens show for `CCc1nnc(NS(=O)(=O)c2ccc(N)cc2)s1`?
PV pol inh: 98.0; PV pol inh FP z-score: -0.7

Results for CCC(C(=O)NCCc1ccccc1)n1nc(C)c2sc3ccccc3c2c1=O (stereo not given) ?
PV pol inh: 111.0; PV pol inh FP z-score: 0.1

What do the screens show for `COc1cc(OC)cc(C(=O)NC(C)c2ccccc2)c1` (stereo not given)?
PV pol inh: 101.0; PV pol inh FP z-score: -0.5

What do the screens show for `N#CCOC(=O)/C=C/c1cn(Cc2ccccc2)nc1-c1cccs1`?
PV pol inh: 102.0; PV pol inh FP z-score: -0.1

Random excerpt: three entries already listed, in no set order.
How did CCC(CC)c1nnc(NS(=O)(=O)c2ccc(C)cc2)s1 do in these assays?
PV pol inh: 99.0; PV pol inh FP z-score: -0.7

What do the screens show for `N#CCOC(=O)/C=C/c1cn(Cc2ccccc2)nc1-c1cccs1`?
PV pol inh: 102.0; PV pol inh FP z-score: -0.1

How did O=C(Nc1ncnc2oc(-c3ccccc3)c(-c3ccccc3)c12)c1ccccc1 do in these assays?
PV pol inh: 103.0; PV pol inh FP z-score: 0.4

Later entries:
How did CCN(CC)C(=O)Cc1c(C(=O)O)[nH]c2ccccc12 do in these assays?
PV pol inh: 98.0; PV pol inh FP z-score: -0.2

How did Cc1ccc(CCNC(=O)Cn2c(-c3cccs3)cc3ccccc32)cc1 do in these assays?
PV pol inh: 109.0; PV pol inh FP z-score: -0.1

Results for CC(C)(C)c1ccc(-c2n[nH]c(S(C)(=O)=O)c2C#N)cc1 ?
PV pol inh: 99.0; PV pol inh FP z-score: -1.4

What do the screens show for `CC(C)(C)c1ccc(C(=O)CC(C(=O)O)N2CCCCC2)cc1` (stereo not given)?
PV pol inh: 99.0; PV pol inh FP z-score: -0.2

How did Nn1cnn2c(SCc3cccc(C(F)(F)F)c3)nnc12 do in these assays?
PV pol inh: 99.0; PV pol inh FP z-score: -0.5

How did Cc1ccc2nc(CSc3nnc(NC(=O)COc4ccccc4)s3)cc(=O)n2c1 do in these assays?
PV pol inh: 110.0; PV pol inh FP z-score: 0.9

Results for O=C1CC(C(=O)Nc2cccc3ccccc23)C2(CCCC2)O1 (stereo not given) ?
PV pol inh: 104.0; PV pol inh FP z-score: -0.1

How did CCc1ccccc1NC(=O)CSc1ncc2c(n1)-c1ccccc1N(Cc1ccc(C)cc1)S2(=O)=O do in these assays?
PV pol inh: 109.0; PV pol inh FP z-score: 0.2

Results for Oc1ccc(-c2n[nH]c(C(F)(F)F)c2-c2ccccc2)c(O)c1 ?
PV pol inh: 100.0; PV pol inh FP z-score: -0.4

How did O/N=C1/CC(O)(C(F)(F)F)Oc2ccccc21 (stereo not given) do in these assays?
PV pol inh: 103.0; PV pol inh FP z-score: 0.2

How did Cc1nc2ccccn2c1-c1ccnn1C(=O)c1ccc(Cl)cc1 do in these assays?
PV pol inh: 106.0; PV pol inh FP z-score: 0.5

How did CN(C)C(CNC(=O)c1ccc2ncsc2c1)c1cccs1 (stereo not given) do in these assays?
PV pol inh: 105.0; PV pol inh FP z-score: 0.3

What do the screens show for `CC(=O)N1N=C(Cn2nc(C)cc2C)OC1(C)c1ccccc1` (stereo not given)?
PV pol inh: 102.0; PV pol inh FP z-score: 0.8

Results for N#C/C(=C\c1c[nH]c2ccccc12)C(N)=O ?
PV pol inh: 100.0; PV pol inh FP z-score: -0.3

How did COc1ccc(-c2noc(CC(=O)N(Cc3ccco3)C3CCCCC3)n2)cc1 do in these assays?
PV pol inh: 101.0; PV pol inh FP z-score: -0.3

How did Cn1c(CN2CCCCC2)c(C#N)c2ccccc21 do in these assays?
PV pol inh: 106.0; PV pol inh FP z-score: 0.3

Results for C=CCNc1nn(-c2nc3ccccc3s2)c2c1CCCC2 ?
PV pol inh: 103.0; PV pol inh FP z-score: 0.1

What do the screens show for `COc1ccc(-c2nnc3ccc(SCC(=O)N4CCCCC4)nn23)cc1`?
PV pol inh: 102.0; PV pol inh FP z-score: 0

How did CCN1CCN(Cc2ccc(NC(=O)Nc3cc(F)ccc3F)cc2)CC1 do in these assays?
PV pol inh: 101.0; PV pol inh FP z-score: -0.3

How did Cc1ccc(C)c(Cn2c(N3CCC(C(=O)NCc4ccco4)CC3)nc3ccccc32)c1 do in these assays?
PV pol inh: 102.0; PV pol inh FP z-score: 0

Results for COc1cccc(CC(=O)Nc2ccc(-c3nc4ccccc4s3)cc2Cl)c1 ?
PV pol inh: 105.0; PV pol inh FP z-score: -0.5

What do the screens show for `COc1ccc(-c2noc(CN(C(=O)c3cc(OC)c(OC)cc3OC)C(C)C)n2)cc1`?
PV pol inh: 99.0; PV pol inh FP z-score: -0.5

How did COc1cc(-c2noc(-c3ccc(NC4CCCC4)c([N+](=O)[O-])c3)n2)cc(OC)c1OC do in these assays?
PV pol inh: 115.0; PV pol inh FP z-score: 1.6

How did CCOC(=O)c1ccc(N2C=C(C(=O)OC)C(c3cccc(O)c3)C(C(=O)OC)=C2)cc1 do in these assays?
PV pol inh: 102.0; PV pol inh FP z-score: 0.1

What do the screens show for `Cc1ccccc1NC(=O)c1ccc(F)c(S(=O)(=O)N(C)C2CCCCC2)c1`?
PV pol inh: 100.0; PV pol inh FP z-score: -1.7

Results for Cc1ccc(CCNC(=O)CN2C(=O)COc3ccc(S(=O)(=O)N4CCC(C)CC4)cc32)cc1 ?
PV pol inh: 111.0; PV pol inh FP z-score: -0.5

What do the screens show for `O=c1c2ccccc2n2c(-c3ccc(Cl)cc3)nnc2n1CCc1ccccc1`?
PV pol inh: 74.0*; PV pol inh FP z-score: -2.5*

Results for O=C(Nc1cccc(Br)c1)N1CCC(CN2CCCCC2)CC1 ?
PV pol inh: 112.0; PV pol inh FP z-score: 0.4

What do the screens show for `COc1cccc(NC(=O)c2oc3ccccc3c2NC(=O)c2ccc3c(c2)OCO3)c1`?
PV pol inh: 99.0; PV pol inh FP z-score: -0.5

What do the screens show for `CCOC(=O)c1cn(C(=O)CCSc2ccc(OC)cc2)nc1N`?
PV pol inh: 101.0; PV pol inh FP z-score: -0.5

What do the screens show for `CCOC(=O)N1CCN(C(=O)/C(=C/c2ccccc2Cl)c2ccccc2)CC1`?
PV pol inh: 101.0; PV pol inh FP z-score: -0.1

Results for O=c1cc(N2CCN(c3ccc(F)cc3)CC2)[nH]c(=O)n1-c1cccc(Br)c1 ?
PV pol inh: 104.0; PV pol inh FP z-score: -0.7

Results for CCCCn1c(SCC(=O)Nc2ccc(OCC)cc2)nc2ccsc2c1=O ?
PV pol inh: 111.0; PV pol inh FP z-score: 1.3

How did O=C(CON1C(=O)c2ccccc2C1=O)c1ccc(O)cc1O do in these assays?
PV pol inh: 101.0; PV pol inh FP z-score: 0.2

What do the screens show for `CCc1ccc(CNC(=O)C2CCN(S(=O)(=O)N3CCCC3)CC2)cc1`?
PV pol inh: 101.0; PV pol inh FP z-score: 0.1

How did COc1ccc(OCCC(=O)NN)cc1 do in these assays?
PV pol inh: 102.0; PV pol inh FP z-score: -0.1

Compounds above with a Cl atom (7):
Results for COCn1nc(-c2ccc(Cl)cc2Cl)oc1=S ?
PV pol inh: 101.0; PV pol inh FP z-score: 0.4

What do the screens show for `CCOC(=O)C1=C(Cn2ccnc2)NC(=O)NC1c1ccc(Cl)cc1` (stereo not given)?
PV pol inh: 98.0; PV pol inh FP z-score: -1.4

What do the screens show for `O=C(O)CC1=C(c2ccc(Cl)cc2)CCC1=O`?
PV pol inh: 106.0; PV pol inh FP z-score: 0.3

How did Cc1nc2ccccn2c1-c1ccnn1C(=O)c1ccc(Cl)cc1 do in these assays?
PV pol inh: 106.0; PV pol inh FP z-score: 0.5

Results for COc1cccc(CC(=O)Nc2ccc(-c3nc4ccccc4s3)cc2Cl)c1 ?
PV pol inh: 105.0; PV pol inh FP z-score: -0.5

What do the screens show for `O=c1c2ccccc2n2c(-c3ccc(Cl)cc3)nnc2n1CCc1ccccc1`?
PV pol inh: 74.0*; PV pol inh FP z-score: -2.5*

What do the screens show for `CCOC(=O)N1CCN(C(=O)/C(=C/c2ccccc2Cl)c2ccccc2)CC1`?
PV pol inh: 101.0; PV pol inh FP z-score: -0.1

Not all compounds are listed; the hit share may differ from the screen's.
